Source: PubChem
GALR2 antag = blocks the human galanin receptor 2; O43603; GALR2-expressing cells, antagonist mode; inhibition, % at 4 µM; actives 0.39% (n = 140,000); in the data active = inhibition above about 27%;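 note: cells stimulated with galanin 1-16 at roughly its EC80; 0% = agonist challenge control and 100% = basal control without agonist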
Target sequence (O43603 whole entry, looked up): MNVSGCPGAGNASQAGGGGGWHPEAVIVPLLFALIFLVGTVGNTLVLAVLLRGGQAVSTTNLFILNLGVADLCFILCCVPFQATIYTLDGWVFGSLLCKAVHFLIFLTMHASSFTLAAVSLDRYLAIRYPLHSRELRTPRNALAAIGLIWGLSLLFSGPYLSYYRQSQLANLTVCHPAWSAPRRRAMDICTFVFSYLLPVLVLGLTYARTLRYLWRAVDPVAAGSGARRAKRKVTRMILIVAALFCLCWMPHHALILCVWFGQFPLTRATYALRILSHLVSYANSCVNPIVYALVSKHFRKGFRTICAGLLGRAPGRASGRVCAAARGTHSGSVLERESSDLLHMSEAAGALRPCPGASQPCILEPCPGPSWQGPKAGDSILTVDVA
Measles CPE = protection of cells from measles virus | Measles virus-infected cells, CPE protection, absorbance | protection (pct of control), % at 4 µM | actives 1.5% (n = 140,000); in the data active = protection mostly above about 24%, no sharp cut-off; inactive = mostly below about 26%; note: some compounds called inactive have numbers as strong as hits
Phagocyt inh = blocks phagocytosis by macrophages; J774A.1 macrophage IgG-bead phagocytosis, imaging; inhibition, % at 5 µM; actives 0.07% (n = 110,000); AID 1029;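 active = inhibition above the mean of the plate negative controls plus 5 SD, cut at about 13% in these data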;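 note: phagocytic index as fraction of beads internalized from green versus red external bead signal; plate controls were DMSO negative control for no effect and cytochalasin-D positive control for full effect; some results beyond the cut were filed as inactive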
HCT116 PTEN-null = growth suppressors of cells with PTEN tumor suppressor deletion; HCT116 PTEN-null viability, CellTiter-Glo, 60 h; active compounds read low; viability, % at 10 µM; actives 1.2% (n = 140,000); AID 827;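 active = viability at or below a set limit, 4 SD under the median of all tested compounds, cut at about 3.7% in these data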;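 note: PTEN knockout HCT116 line with beta catenin targeted HCT116 as companion control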
NPY Y2 blocker = NPY-Y2 (human) receptor antagonism. AID 793. actives 0.99% (n = 140,000). NPY-Y2 expressing cells, antagonist mode. inhibition, % at 2.7 µM; in the data active = inhibition above about 17%;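 note: 0% = vehicle with agonist challenge and 100% = reference antagonist with challenge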
Target sequence (P49146 whole entry, looked up): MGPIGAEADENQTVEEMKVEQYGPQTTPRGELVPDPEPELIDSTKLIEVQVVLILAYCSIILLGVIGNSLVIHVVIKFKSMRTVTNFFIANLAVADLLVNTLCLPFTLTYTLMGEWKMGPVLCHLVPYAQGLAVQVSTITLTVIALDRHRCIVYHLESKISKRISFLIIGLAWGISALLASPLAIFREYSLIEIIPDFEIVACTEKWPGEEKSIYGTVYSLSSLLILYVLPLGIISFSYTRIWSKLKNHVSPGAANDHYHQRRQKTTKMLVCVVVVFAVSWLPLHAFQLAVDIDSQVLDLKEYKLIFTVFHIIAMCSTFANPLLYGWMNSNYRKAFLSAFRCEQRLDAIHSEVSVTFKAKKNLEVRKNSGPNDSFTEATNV
BB579 growth dn = reduces growth of yeast BB579 in restrictive medium. S. cerevisiae BB579 growth, OD615, 48 h. inhibition, % at 10 µM. actives 0.51% (n = 140,000). AID 804;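 active = inhibition above a set limit, 3 SD over the mean compound inhibition, cut at about 44% in these data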; note: inactives centre near -24
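controls = amphotericin B 10 µg/mL, positive | assay system = DeaD yeast strain BB579 | schedule = 48 h compound exposure at 30 °C after 4 h preincubation | detection = OD615 turbidity measurement | medium = restrictive CSMM-D medium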
E-sel TNF inh = blocks E-selectin expression induced by TNF alpha | HUVEC TNFa-induced E-selectin immunofluorescence, high content | inhibition, % at 2 µM | actives 0.71% (n = 120,000);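 active = inhibition above the batch mean plus 3 SD, and confirmed as a hit on visual image review, cut at about 43% in these data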;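 note: 0% = TNF-stimulated DMSO wells and 100% = unstimulated control wells; not every result past the cut was called active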
MRP-1 activ = activators of MRP-1; H69AR cells + doxorubicin, viability rescue, CellTiter-Glo; viability increase, % at 10 µM; actives 0.61% (n = 140,000);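 active = viability gain under doxorubicin at or above a set limit, the compound median plus 3 SD, cut at about 4.7% in these data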;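 note: MRP-1 overexpressing cells given doxorubicin 25 µM after compound pretreatment; 18-22 h compound pretreatment then 72 h with doxorubicin before readout; 0% = doxorubicin-only wells and 100% = vehicle-treated cells without doxorubicin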
Yeast lifespan up = extends the lifespan of yeast; S. cerevisiae growth with nicotinamide, OD615; deaD strain in restrictive glucose medium; inhibition of the nicotinamide effect, % at 10 µM; actives 0.68% (n = 130,000); AID 775;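 active = inhibition above a set limit, placed 3 SD over the median of all compounds, cut at about 26% in these data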;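 note: 0% = nicotinamide-treated wells and 100% = cells grown without nicotinamide; some compounds called inactive have numbers as strong as hits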
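assay system = DeaD-strain S. cerevisiae | buffer or medium = restrictive glucose medium | reagent = 1.5 mM nicotinamide | compound = 10 µM single point, 0.25% DMSO | incubation = 48 h compound exposure at 30 °C, humidified | signal = OD615 measurement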
HCT116 bCat-KO = beta-catenin-lacking colon tumor cell growth suppression. HCT116 beta-catenin knockout viability, CellTiter-Glo, 60 h; active compounds read low. viability, % at 10 µM. actives 1.5% (n = 140,000);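 active = viability at or under a set limit, the compound median less 4 SD, cut at about 6% in these data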;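 note: 0% = Hyamine 1622 control at 20 µM and 100% = untreated cell control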
* marks the source's active call; other numbers are inactive results; . = no result given.

structure,GALR2 antag,Measles CPE,Phagocyt inh,HCT116 PTEN-null,NPY Y2 blocker,BB579 growth dn,E-sel TNF inh,MRP-1 activ,Yeast lifespan up,HCT116 bCat-KO
CC1CCCCN1C(=O)COc1ccc(NC(=O)c2ccco2)cc1 (stereo not given),-7.6,11.1,-0.6,105.1,1.8,-19.6,-2.8,-0.9,-8.1,100.9
CCCCOc1ccc(-c2nc(=S)[nH][nH]2)cc1,-5.2,7.3,2.0,103.8,0.2,-43.1,13.6,-2.2,-4.0,101.1
O=C(CSCC(=O)Nc1cccc([N+](=O)[O-])c1)Nc1ccccc1,-10.1,12.0,-8.2,101.3,0.2,1.3,21.9,-1.0,-3.1,103.0
CCOc1cc(S(=O)(=O)N2CCOCC2)ccc1F,8.6,3.4,0.2,97.5,2.8,-31.9,5.3,-2.0,-1.6,95.1
COc1ccc(C(=O)NC(=S)Nc2cc(C)ccn2)cc1[N+](=O)[O-],3.0,10.5,-5.3,85.4,4.2,-20.0,2.9,-5.4,-0.7,101.7
CC(=O)N1c2ccccc2C(C)CC12CCCCC2 (stereo not given),8.0,9.2,.,80.6,2.3,-17.1,6.4,-2.9,6.8,80.5
Cc1cc(=O)c2n(Cc3ccccc3Cl)nc[n+]2[nH]1,3.2,10.5,.,92.4,0.6,-23.8,-12.2,-2.5,2.7,95.8
CC(=O)/C(=N\Nc1ccc(C)cc1)Sc1nncn1C,2.6,8.5,-5.3,89.2,1.8,-14.7,.,-2.4,4.0,87.8
COc1ccc(OCC(=O)N2CCN(C(=O)c3cccc4ccccc34)CC2)cc1,-5.4,13.3,-1.1,86.7,0.5,-17.7,-9.9,1.3,-5.8,88.0
COc1ccc(C(=O)N2CCN(C(=O)c3ccco3)CC2)cc1OC,-15.7,15.6,0.0,94.6,-0.1,-44.0,-23.6,-0.9,-6.7,96.0
O=c1[nH]c(=S)c2c(n1-c1ccccc1)CCC2,2.0,7.6,-1.0,89.0,-0.4,-5.3,-15.4,-1.3,-3.3,95.8
O=c1c2ccccc2nnn1CSc1nnc(-c2ccc3c(c2)OCO3)o1,0.2,6.0,-2.7,88.7,12.8,-34.6,.,-4.7,-10.6,92.9
O=C1CC(N(CCc2ccccc2)C(=S)Nc2cc(Cl)ccc2Cl)C(=O)N1c1c(Cl)cccc1Cl (stereo not given),6.7,46.6,2.3,31.2,2.1,-38.6,-18.4,-1.0,-10.1,42.4
CCN(CC)CCCNC(=O)/C(=C\c1cccn1C)NC(=O)c1cccs1,-0.1,12.9,-3.8,96.4,2.1,-8.7,-5.3,-0.9,3.0,94.2
Cn1cc(C(=O)NC2C3CC4CC(C3)CC2C4)cn1 (stereo not given),3.3,2.7,-1.5,103.7,2.1,-46.6,-18.5,-1.3,0.8,98.6
C/C(CC(=O)Nc1ccccn1)=N\NC(=O)C(=O)Nc1cccc(Cl)c1C,-4.8,6.9,.,95.0,4.0,-55.3,3.3,1.0,-27.8,101.4
Cn1c(=O)c2cc(S(=O)(=O)NCCC(=O)Nc3ccccc3F)ccc2n(C)c1=O,-17.2,6.2,-0.7,90.0,2.8,-17.1,.,-3.7,-12.3,90.5
CC(C)CSc1nsc(N)n1,3.5,3.0,-0.8,109.8,3.2,-49.1,15.1,0.9,-4.7,95.3
CC1CCCCN1S(=O)(=O)c1ccc2c(c1)oc(=O)n2CC(=O)O (stereo not given),-9.6,6.8,-4.4,108.7,-1.5,-8.8,.,-0.8,-5.3,91.7
COc1ccc(C(=S)NC2CCCCC2)cc1,11.8,18.4,-1.2,96.3,-1.9,-22.4,-10.5,-1.4,-7.4,89.7
Cc1cc2nc(-c3cccc(NC(=O)c4ccc(Br)o4)c3)oc2cc1C,-6.3,5.3,1.3,93.2,4.5,-68.0,11.6,0.5,-6.3,95.1
C=CCN1C(=O)/C(=C/c2ccc(O)c(OC)c2)S/C1=N/c1nccs1,10.3,1.4,-3.3,87.2,-1.5,-12.5,-17.2,-3.1,-4.3,92.0
O=C(CSc1nnc(-c2cccnc2)n1-c1ccccc1)Nc1ccccn1,8.7,19.9,-0.8,83.7,-0.7,-23.6,-26.6,-1.8,-16.1,93.7
CCC(C)c1ccc(O)c(NC(=O)c2ncn[nH]2)c1 (stereo not given),-4.3,4.3,1.2,91.8,2.2,-73.6,8.6,5.3*,0.8,92.4
COCCn1c(SCC#N)nnc1-c1ccc2c(c1)OCO2,11.3,12.7,-0.3,107.9,1.0,-20.4,-14.6,1.0,14.6,102.2
Cc1cc([N+](=O)[O-])nn1Cc1ccc(C(=O)N/N=C/c2ccc(O)cc2O)cc1,-0.4,7.7,-6.4,15.3,0.7,-28.9,.,4.2,-0.7,10.6
O=C(NCc1ccco1)C1CC(=O)N(c2ccc(O)cc2)C1 (stereo not given),-16.1,2.3,-1.0,95.8,0.3,-35.3,28.1,-1.5,-6.0,93.9
COC(=O)[C@H](C)NC(=O)/C=C/c1ccc(OC)cc1,8.4,35.2,-4.1,83.7,-0.2,-39.5,-0.1,1.7,-2.3,95.7
O=C1OCCN1/N=C/c1ccc([N+](=O)[O-])o1,1.6,38.4,.,88.4,-0.2,11.1,.,-1.9,3.3,74.8
Cc1cccc(C)c1OCC(O)Cn1nnc2ccccc21 (stereo not given),12.4,1.3,.,76.3,1.8,-39.6,-21.4,0.0,-11.3,78.0
COC(=O)c1ccc(C(=O)OC)c(N)c1,1.9,14.4,-2.0,106.4,2.7,-16.2,9.3,0.7,-10.6,111.1
O=S(=O)(Nc1nc2ccccc2nc1N1CCN(c2ccccc2)CC1)c1ccc(F)cc1,-0.8,4.9,-3.4,69.7,2.8,-34.5,-9.8,-4.1,17.5,81.6
Cc1ccccc1SCc1noc(C(=O)NCC2CCCO2)c1C(=O)O (stereo not given),-4.5,17.7,.,95.5,8.8,-21.1,4.6,-0.5,-4.9,94.7
COc1ccccc1S(=O)Cc1ccc(C(=O)NCc2ccccc2Cl)o1 (stereo not given),-4.4,6.8,.,98.1,3.3,-13.1,.,-0.9,-5.5,87.0
N#Cc1ccc(C(=O)N/N=C/c2cn(CC(=O)O)c3ccccc23)c(F)c1,5.0,5.9,-2.2,92.1,-0.7,4.0,3.2,-2.9,-3.7,83.6
CN(C)CC(=O)c1ccc(-c2ccccc2)cc1,-7.8,16.1,2.5,94.4,3.1,2.2,4.9,-0.8,-8.1,109.5
Cc1n[nH]c(=O)nc1N1CCc2ccccc2C1,2.0,25.8,-1.9,116.0,1.6,-41.2,28.8,-0.6,-11.5,100.7
CCn1c(=O)c(C(=O)Nc2nc3ccccc3[nH]2)c(O)c2ccccc21,1.6,11.3,-1.8,75.6,0.6,67.3*,.,-3.2,7.0,78.6
Cc1ccc(-c2nc(-c3ccccn3)no2)cc1Cl,-0.3,0.8,-1.8,59.6,5.3,-17.9,11.6,-4.0,-7.4,61.1
COc1ccc(CCNC(=O)CSc2nc3c(c(=O)n(C)c(=O)n3C)n2C(C)C)cc1OC,2.3,15.9,-1.1,98.5,1.4,-38.1,.,-1.4,1.9,94.3
c1cc2nnnn2nc1N1CCCCCC1,-1.2,9.0,.,97.6,-0.2,-16.0,-19.1,-0.9,.,95.7
O=C(c1cccs1)N(Cc1cc2ccccc2[nH]c1=O)c1ccccc1,-0.4,19.5,-2.9,82.6,0.4,-59.1,16.6,-1.6,7.0,89.2
Cc1nc2scc(-c3ccccc3)c2c(=O)o1,-2.1,2.2,.,96.2,3.9,24.0,8.9,-0.1,-9.5,95.4
Cc1scc(-c2n[nH]c(=S)n2Cc2ccccc2)c1C,13.0,14.9,-5.2,102.0,2.4,-28.4,.,-1.9,-0.3,97.2
NS(=O)(=O)c1ccc(CCNC(=O)CCCCCNc2nc(=S)[nH]c3ccccc23)cc1,-6.5,12.4,-2.5,93.6,-1.2,2.9,.,0.6,-5.8,92.3
COc1ccc(NC(=S)Nc2ccccn2)c(OC)c1,-6.5,6.7,0.0,96.9,4.2,-32.6,-6.0,-3.1,-19.0,100.1
CCCCOc1ccc(-n2nc(C)cc2C)nn1,6.9,24.6,-2.2,98.3,-1.9,-7.9,-12.0,0.9,-9.4,90.1
Cc1ccccc1-n1c(C)cc(/C=C(\C#N)C(=O)NCC2CCCO2)c1C (stereo not given),-0.2,23.9,-9.0,90.6,6.1,-29.4,.,0.5,11.3,85.6
CCOC(=O)Cc1nnc(NC(=O)c2ccccc2OC)s1,-5.5,3.9,-1.0,87.6,2.7,-21.5,.,1.1,-9.5,96.5
Cc1noc(C)c1C(=O)Nc1ccc2c(c1)CCC2,-1.8,25.1,1.2,82.5,4.4,-12.1,16.8,-0.3,-15.8,92.7
COCC(=O)NCCc1nc2ccccc2[nH]1,10.0,9.5,-1.6,83.8,2.8,-5.6,-12.6,-1.6,-5.8,85.9
O=C(NCc1cc(C(F)(F)F)cc(C(F)(F)F)c1)C1CC(c2ccccc2[N+](=O)[O-])=NO1 (stereo not given),7.8,2.0,-1.6,78.9,8.3,-0.8,-12.6,-4.5,-0.5,86.2
COc1ccc(/C=N/NC(=O)CNC(=O)c2ccc(S(=O)(=O)N3CCOCC3)cc2)cc1OC,3.6,6.7,-6.7,88.7,0.8,-32.4,.,-1.0,-0.9,93.6
CCOC(=O)Cc1csc(NC(=O)CC(C)(C)C)n1,0.6,10.1,-2.1,84.1,4.8,-22.7,-18.8,-2.6,-1.1,88.5
CCOC(=O)N1CCN(c2c(NCCN3CCCCC3CC)c(=O)c2=O)CC1 (stereo not given),-22.9,7.2,-0.4,104.3,1.7,1.4,.,-0.6,-5.8,94.1
Cc1nnc(SCc2cccc(CSc3nnc(C)s3)c2)s1,-10.1,14.6,0.4,105.5,5.4,-58.3,12.0,-1.1,-8.1,103.9
Cc1ccc(C(C(=O)Nc2ccc3c(c2)OCO3)N(C)C(=O)Cc2c[nH]c3ccccc23)cc1 (stereo not given),0.9,8.5,-1.4,66.5,0.8,-38.8,.,-3.7,1.0,70.7
CCCc1cc(=O)[nH]c(SCc2nc3ccc([N+](=O)[O-])cc3[nH]2)n1,-4.0,13.6,-7.7,66.7,3.8,-28.4,.,-1.5,-0.1,65.3
COc1ccc(CNC(=O)CCCn2nc(C)c([N+](=O)[O-])c2C)cc1,0.9,13.5,-6.0,95.0,5.2,-55.3,15.6,0.3,-0.9,103.8
CCOc1ccc(C(c2c(O)nc(SC)n(C)c2=O)c2c(O)nc(SC)n(C)c2=O)cc1,13.2,16.9,1.2,91.9,4.2,-11.0,-10.8,-1.8,-6.1,94.1
